Y pestis TopoI = blocks Yersinia pestis topoisomerase I activity. Y. pestis Topo-I cleavage product accumulation, plate reader. activity, % at 10 µM. 360,000 compounds, 0.064% hits. AID 504884; in the data active = activity above about 50%, passing the limit was not always enough; inconclusive = no clear call, values can overlap the other calls; note: inactives centre near 2
PrPC surface inh = reduces human prion protein on the cell surface; cell surface PrPC, TR-FRET read-out; AID 720596; P04156; 370,000 compounds, 0.43% hits; inhibition, % at 13.8 µM; in the data active = inhibition above about 24%; note: 0% = median of the test wells and 100% = reference compound wells
BH1578 lux ind = induces V. cholerae light production without autoinducers. AID 588436. 350,000 compounds, 0.16% hits. V. cholerae BH1578 lux reporter, luminescence, 6 h. activation, % at 18.7 µM; in the data active = activation mostly above about 9.7%, no sharp cut-off; inconclusive = no clear call, values can overlap the other calls; inactive = mostly below about 3.7%; note: not every result past the cut was called active; inactives centre near 0; reference of the scale not given here
Anthrax LF prot = inhibitors of Bacillus anthracis lethal factor protease; P15917; multiplex microsphere protease cleavage assay, LF; inhibition, % at 10 µM; 360,000 compounds, 0.12% hits; AID 588501; note: plate controls were buffer without enzyme for full effect and enzyme alone for no effect
Target sequence (P15917 whole entry, looked up): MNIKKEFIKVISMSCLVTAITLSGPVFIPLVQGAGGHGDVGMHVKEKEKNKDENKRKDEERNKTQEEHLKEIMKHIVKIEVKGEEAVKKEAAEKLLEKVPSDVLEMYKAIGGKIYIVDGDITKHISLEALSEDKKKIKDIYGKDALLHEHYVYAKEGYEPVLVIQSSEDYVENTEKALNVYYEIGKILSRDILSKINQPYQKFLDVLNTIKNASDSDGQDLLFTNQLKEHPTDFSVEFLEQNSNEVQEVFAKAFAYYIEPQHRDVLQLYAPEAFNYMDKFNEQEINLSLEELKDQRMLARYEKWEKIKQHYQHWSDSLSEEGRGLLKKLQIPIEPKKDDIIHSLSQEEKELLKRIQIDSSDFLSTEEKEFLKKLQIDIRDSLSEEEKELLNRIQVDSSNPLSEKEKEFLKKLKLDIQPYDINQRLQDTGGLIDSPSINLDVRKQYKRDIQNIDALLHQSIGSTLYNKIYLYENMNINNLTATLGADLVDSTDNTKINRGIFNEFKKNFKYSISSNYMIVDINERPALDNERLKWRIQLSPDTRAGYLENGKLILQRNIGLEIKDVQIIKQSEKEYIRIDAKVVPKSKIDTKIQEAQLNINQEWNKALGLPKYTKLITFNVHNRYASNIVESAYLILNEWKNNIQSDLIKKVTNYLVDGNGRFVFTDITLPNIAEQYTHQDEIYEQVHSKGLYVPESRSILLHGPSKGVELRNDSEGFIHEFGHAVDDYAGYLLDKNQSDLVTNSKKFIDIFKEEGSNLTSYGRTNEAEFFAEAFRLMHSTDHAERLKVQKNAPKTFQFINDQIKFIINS
BoNT-A LC inh2 = inhibitors of Botulinum neurotoxin A light chain protease; multiplex microsphere protease substrate cleavage, flow cytometry; inhibition, % at 10 µM; 360,000 compounds, 0.17% hits; AID 588499; note: plate controls were buffer without enzyme for full effect and enzyme alone for no effect
PfHsp40 yeast = compounds rescuing yeast from Plasmodium falciparum HSP40 toxicity | growth rescue, % at 12.5 µM | AID 504582 | S. cerevisiae expressing PfHsp40, growth rescue, ATP luminescence | 340,000 compounds, 0.68% hits; in the data active = growth rescue above about 28%, passing the limit was not always enough; inconclusive = no clear call, values can overlap the other calls;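 note: yeast W303a lacking pdr1 and pdr3 grown in galactose medium; growth measured after three days at 30 °C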
3CLpro inhibitor = SARS-CoV 3CLpro protease inhibition. P0C6X7. recombinant SARS-CoV 3CLpro, quenched FRET peptide cleavage. inhibition, % at 6 µM. 290,000 compounds, 0.14% hits. AID 1706; in the data active = inhibition above about 12%
TcdB GH inh = inhibitors of Clostridioides difficile toxin B glycohydrolase; TcdB glycohydrolase enzymatic assay, plate reader; 350,000 compounds, 0.24% hits; inhibition, % at 9.99 µM; P18177; in the data active = inhibition above about 10%
SSB-PriA inh = K. pneumoniae PriA-SSBct interaction inhibition; AlphaScreen SSBct-PriA binding, biotinylated peptide; 430,000 compounds, 0.6% hits; inhibition, % at 33 µM; AID 1272365; in the data active = inhibition mostly above about 37%, no sharp cut-off; inactive = mostly below about 20%;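 note: plate controls were negative control peptide for no effect and reference peptide for full effect; strong numbers were not always called active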
* = called active by the depositor; i = inactive; ? = inconclusive; nt = not tested or not shown; & = joins results of further samples. Cut-off read from the data, not from the text of the source, unless noted: active = inhibition above about 30%; inconclusive = no clear call, values can overlap the other calls; inactive = below that. An excerpt; count on the stated rates, not on these rows.

SMILES	Y pestis TopoI	PrPC surface inh	BH1578 lux ind	Anthrax LF prot	BoNT-A LC inh2	PfHsp40 yeast	3CLpro inhibitor	TcdB GH inh	SSB-PriA inh
COc1cc(C=C2C(=O)OC(C)(C)OC2=O)ccc1OCC(=O)Nc1ccccc1	1	0	-0.2	-2	-2.6	0.6	-2	1.0	-7
CCOC(=O)/C(=C/c1c[nH]c2ccccc12)NC(C)=O	6	-8	i	-2	1.5	-0.1	-3	nt	11
CCOC(=O)c1c(C)[nH]c(C)c1C(=O)C(Cc1ccccc1)N(C)C (stereo not given)	0	-4	i	-12	-1.4	-1.3	-2	2.2	-7
Cc1c(C(=O)NCc2ccc3c(c2)OCO3)cccc1[N+](=O)[O-]	-4	-3	-0.7	-2	-1.2	-1.4	0	0.4	1&-2
COc1cc(/C=N/NC(=O)CCc2n[nH]c(=O)[nH]c2=O)cc(OC)c1OC	3	-1	i	-3	-2.8	-1.0	-2	nt	nt
Cc1ccc(-c2nnn(CC(=O)N(CC(=O)NC3CCCC3)c3ccc(F)cc3)n2)o1	7	7	-0.5	2	2.0	-2.8	-3	-7.6	4
CCCc1nnc(NC(=O)C23CC4CC(CC(C4)C2)C3)s1	5	-1	-0.5	-5	2.4	-1.0	4	0.9	-6
Cn1c2ccccc2c2cc(C(=O)N3CCOCC3)sc21	8	1	nt	0	0.0	1.4	-10	nt	-7
c1ccc(-n2c(-c3ccncc3)nnc2-c2ccco2)cc1	8	2	-7.1	-2	-0.1	-0.3	3	nt	-23
CC(c1nccs1)N(C)c1nc2nonc2nc1NC1CC1 (stereo not given)	-2	-2	-0.8	8	0.7	-1.9	6	0.7	-11
CC(CN1CCCCC1)c1ccccc1 (stereo not given)	-4	4	i	10	-1.0	0.3	-1	1.0	-14
CCCS(=O)(=O)NC(=O)C1(C)CCN(C(=O)/C=C/c2ccccc2)C1 (stereo not given)	-6	nt	-0.8	-1	0.3	nt	nt	nt	nt
Cc1ccccc1NC(=O)c1sc2nc3c(c(-c4ccco4)c2c1N)CCCC3	-10	-5	-0.3	10	1.1	0.1	1	nt	-36
O=C(CN1CCN(S(=O)(=O)c2ccccc2Cl)CC1)NCC1(N2CCOCC2)CCCCC1	36	0	-0.7	nt	nt	0.1	nt	2.1	0
COc1ccc(C2C(C#N)=C(N)Oc3n[nH]c(-c4ccccn4)c32)c(OC)c1OC (stereo not given)	0	-2	nt	-10	-0.5	-1.4	3	nt	70*
Cc1c(Cl)c([N+](=O)[O-])nn1CC(=O)N1CCc2ccccc2C1	1	4	-3.2	0	-0.2	-0.9	5	nt	-1
CC1=C(C(=O)OCc2ccccc2)C(c2cccc([N+](=O)[O-])c2)NC(=O)N1 (stereo not given)	1	-5	-0.3	2	-1.3	-0.6	-1	0.8	-5
COc1ccc(NC(=O)N2CCCc3ccccc32)cc1OC	0	3	0.4	5	0.2	-1.0	2	-0.7	-5
CCN(CC(=O)Nc1cccc(F)c1)CC(=O)Nc1ccc2c(c1)OCCO2	-1	-7	i	2	0.4	nt	nt	-0.5	nt
O=C(Nc1ccccc1)Nc1ccc(-n2ccc(C(F)(F)F)n2)cc1	0	26*	i	4	0.0	-0.8	1	-1.4	-10
Cc1sc(NC(=O)CN2CCCC2)nc1-c1ccc2c(c1)CCN2C(=O)c1cccc(F)c1	13	-9	-0.3	-3	-3.3	0.3	-7	-0.3	-3
CCOC(=O)N1CCC(=NNc2nc3ccccc3s2)CC1	9	4	i	-6	-0.8	0.0	0	1.2	-13
Oc1c(N=Nc2ccc(F)cc2)ccc2ccccc12	-2	-6	-1.3	-6	-2.8	-0.3	-4	0.5	39*
CCO[C@@H]1OC(C(=O)NC2CC2)=C[C@H](C2CCCCC2)[C@H]1CCCO	0	-2	i	-4	0.0	-0.5	nt	nt	-8
COc1ccccc1C(=O)NCC(=O)N(C)Cc1nc2ccccc2c(=O)[nH]1	-5	1	i	-5	-0.1	nt	nt	1.2	nt

Next section.
SMILES	Y pestis TopoI	PrPC surface inh	BH1578 lux ind	Anthrax LF prot	BoNT-A LC inh2	PfHsp40 yeast	3CLpro inhibitor	TcdB GH inh	SSB-PriA inh
CN(C)S(=O)(=O)c1ccc(NC(=O)c2cc(F)c(F)cc2Cl)cc1	3	7	i	-2	-0.1	-0.3	3	nt	-4
O=C(NC1CCCCC1)C(c1ccc(F)cc1)N(C(=O)c1csnn1)C1CC1 (stereo not given)	2	-1	-0.3	-2	0.7	-0.4	1	0.9	8
Cc1ccc(C)c(-c2nnc(OCC(=O)Nc3cc(C)on3)c3ccccc23)c1	-1	6	i	-2	-0.1	0.4	1	nt	-9
COC(=O)C(C)Oc1ccc(Cc2ncc(C(F)(F)F)cc2Cl)cc1 (stereo not given)	4	62*	-8.3	-5	-4.9	0.7	3	-0.7	-7
NC(=O)NC(=O)C[n+]1cccc(/C=N/O)c1	-2	-8	-2.0	-1	-0.3	0.3	1	-0.1	nt
COc1ccc(CN(CC(=O)NC2CCCC2)C(=O)c2csnn2)cc1	-4	10	-0.3	-7	-4.6	1.9	-8	1.7	5
CCOC(=O)Cc1cc(=O)n2[nH]c(C)c(-c3ccccc3OC)c2n1	4	-7	4.3	11	-0.9	0.3	2	-1.8	-12
COc1ccc(N2CCN(C(=O)C3CC(=O)N(c4ccc(C)cc4)C3)CC2)cc1 (stereo not given)	-9	-4	i	0	-1.0	-0.1	2	-0.6	2
O=C(Nc1ccccc1)C1=C(N2CCOCC2)/C(=C/c2cccnc2)CC1	-3	-5	-7.1	3	0.1	0.0	6	nt	-6
CC(C)C[C@H](CO)N(Cc1ccccc1)S(=O)(=O)N(Cc1ccccc1)[C@@H](CO)CC(C)C	4	12	-0.4	1	0.6	1.5	nt	0.4	-5
C=CCn1c2ccccc2c2nnc(SCC(=O)O)nc21	9	-13	-1.0	-17	-1.3	0.1	7	-0.1	-9
C=C(C)c1cccc(C(C)(C)NC(=O)NC2CCN(Cc3ccccc3)CC2)c1	8	-7	-1.4	8	-0.6	1.5	-3	0.4	-4
CC(=O)N1CN(Cc2ccccn2)Cc2c1sc1c2CCCC1	3	-1	-5.9	-1	-0.4	-0.5	3	nt	7
CN(CCc1cn[nH]c1)C(=O)CC1C(=O)NCCN1Cc1ccccc1C(F)(F)F (stereo not given)	9	-3	nt	0	0.3	-0.7	-5	-0.9	-12
COc1cccc(CN(C(=O)c2ccccc2Br)C2CCS(=O)(=O)C2)c1 (stereo not given)	-3	2	-0.1	1	-0.5	-0.1	-6	1.2	-3
COc1nc(NCc2cccnc2)nc(NC2CCCCC2)n1	-4	3	-0.3	1	-0.4	6.2	-2	0.7	-1
CCN(CC)S(=O)(=O)c1ccc(/C=C/C(=O)Nc2cccc(F)c2)cc1	-7	-10	-0.2	0	0.4	-1.6	4	0.9	-6
Cc1cc(O)c2c(-c3ccccc3)cc(=O)oc2c1	-9	-4	-4.8	-3	-0.6	1.4	2	nt	-18
COC(=O)C1C(=O)/C(=C(/C)N2CCCC2)C(=O)CC1(C)C (stereo not given)	10	-4	-3.0	0	?	-0.6	3	nt	-4
O=C(CN1CCN(C(=O)c2ccco2)CC1)Nc1ccccc1	5	7	-0.1	-8	-3.4	-0.7	6	0.8	-9
CCOc1ccc2ccccc2c1CNc1nnnn1C	8	5	i	0	-0.2	-0.1	3	-2.3	-5
C[C@H]1CN([C@@H](C)CO)C(=O)CCCn2nncc2CO[C@H]1CN(C)S(=O)(=O)c1ccc(F)cc1	5	-5	-0.5	2	0.1	nt	nt	0.8&-1.3&-0.4	nt
COc1cccc(NC(=S)N(CCCN2CCC(C)CC2)Cc2cccs2)c1	4	2	-1.3	3	-0.6	-0.2	2	0.0	4
CCCn1cc(S(=O)(=O)CC(=O)Nc2ccc(OC)cc2OC)c2ccccc21	5	4	i	-1	-0.2	1.3	4	nt	0
NS(=O)(=O)c1ccc(NC(=S)NCc2ccco2)cc1	3	10	-0.3	-9	-0.1	1.9	0	5.0	11

Quoted from the results shown (4 entries):
SMILES	Y pestis TopoI	PrPC surface inh	BH1578 lux ind	Anthrax LF prot	BoNT-A LC inh2	PfHsp40 yeast	3CLpro inhibitor	TcdB GH inh	SSB-PriA inh
C[C@H]1CN([C@@H](C)CO)C(=O)CCCn2nncc2CO[C@H]1CN(C)S(=O)(=O)c1ccc(F)cc1	5	-5	-0.5	2	0.1	nt	nt	0.8&-1.3&-0.4	nt
COc1cccc(NC(=S)N(CCCN2CCC(C)CC2)Cc2cccs2)c1	4	2	-1.3	3	-0.6	-0.2	2	0.0	4
CCCn1cc(S(=O)(=O)CC(=O)Nc2ccc(OC)cc2OC)c2ccccc21	5	4	i	-1	-0.2	1.3	4	nt	0
NS(=O)(=O)c1ccc(NC(=S)NCc2ccco2)cc1	3	10	-0.3	-9	-0.1	1.9	0	5.0	11

New compounds follow
SMILES	Y pestis TopoI	PrPC surface inh	BH1578 lux ind	Anthrax LF prot	BoNT-A LC inh2	PfHsp40 yeast	3CLpro inhibitor	TcdB GH inh	SSB-PriA inh
Nn1c(SCc2ccccc2)nnc1-c1ccco1	-3	1	-0.1	-3	-0.2	-0.3	3	-0.1	12&-3
COc1cccc(S(=O)(=O)N2CCN(Cc3ccc4c(c3)OCO4)CC2)c1	26	-2	-0.1	1	1.0	0.1	3	-1.2	-7
CC[N+](C)(CC)CC(=O)OCC1C(C)C=C(C)CC1C (stereo not given)	-14	-2	-1.6	nt	nt	0.7	-2	0.2	-3
CN(CC(=O)Nc1ccc(F)c(F)c1F)C(=O)C1CSC2(C)CCC(=O)N12 (stereo not given)	2	11	i	-8	0.7	1.0	nt	-1.0	7
O=C(O)CSc1nnc(Cn2cnc3ccccc32)n1CCc1ccccc1	-8	7	-0.5	-1	0.6	0.3	1	nt	-4
CSc1ncccc1C(=O)OCc1ccc(Br)cc1	-1	3	i	-4	3.4	3.5	0	1.4	-73
CC1Cc2cc(S(=O)(=O)N3CCC(C(=O)N(C)Cc4ccco4)CC3)ccc2N1C(=O)C1CCC1 (stereo not given)	23	3	-0.3	1	0.6	-0.5	-5	1.1	4
COC(=O)C1CN(S(=O)(=O)c2ccc(C)cc2)CCN1S(=O)(=O)c1ccc(C)cc1 (stereo not given)	23	2	-2.4	-2	0.2	-0.4	-7	nt	-1
Cc1[nH]cnc1C(=O)N/N=C/c1c(Cl)cccc1Cl	3	-4	-0.9	21	1.0	-1.1	-1	-14	nt
COCC1CCN(C(=O)c2cc(COc3ccc(-n4cncn4)cc3)on2)C1 (stereo not given)	4	8	i	0	0.3	-0.4	3	-2.3	-4
Cc1nccn1-c1ccc(C(F)(F)F)cc1[N+](=O)[O-]	2	-1	-1.2	-2	-0.5	-0.5	4	0.3	1
O=C(Cc1n[nH]c(=O)c2ccccc12)OCC(=O)N(Cc1ccccc1)Cc1ccccc1	15	1	-0.3	-2	-0.6	0.1	4	0.3	9
Cc1ccc(-c2nn(C)c(=O)c3ccccc23)cc1CNS(C)(=O)=O	3	-8	nt	-1	1.0	0.2	-2	nt	-1
N#CCCCC1(CCCC#N)OCCO1	-4	-2	nt	-5	0.0	-0.8	nt	1.2	-14
CCN(CC(=O)Nc1ccccc1C(F)(F)F)C(=O)CN1C(=O)NC(C)(c2ccc3ccccc3c2)C1=O (stereo not given)	16	-1	21*	3	-0.1	0.6	nt	2.9	-3
Cc1ccc(CNC(=O)Nc2ccccc2)cc1	10	5	-0.5	nt	nt	-1.1	0	nt	-10
Cc1cc(C(C)(C)C)cc(C)c1C(=O)O	1	-4	-0.7	-8	?	0.3	-1	-2.0	-17
CCNC(=O)CN(C1CCCCC1)S(C)(=O)=O	-5	6	-2.7	0	-1.3	-0.1	-2	0.1	-8
CC1(C)OC(=O)C2=C(C[C@@H](C3CC3)O[C@H]2c2ccc(Cl)cc2)O1	nt	3	nt	-3	-0.1	nt	nt	2.0	nt
COc1ccc(NC(=O)Cn2nc(C(=O)O)c3ccccc3c2=O)cc1Cl	48	-2	-2.2	-2	1.1	0.5	-3	-4.3	-16
Cc1ccc(C2(c3ccc(C)cc3)CC2C(=O)NC(C)C)cc1 (stereo not given)	-5	6	i	-18	-1.8	-0.3	3	2.2	-4

Screening results: PubChem, several laboratories
